# Assay outcomes deposited in PubChem BioAssay by National Center for Advancing Translational Sciences (NCATS).
# IL2 activator: activators of IL-2 | AID 652025 | activation, % (series mostly up to about 46 µM) | 0.065% of 360,000 active | IL-2 activation reporter assay, cell-based qHTS; stimulated with anti-CD3/CD4/CD28 beads; in transgenic mouse T cells; in the data active = activation above about 50%; inconclusive = mostly about 30% to 49%; also: 0% is about no effect
#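 EGFP and DsRed fluorescence is measured by plate cytometry in unstimulated transgenic mouse T cells exposed to compound for 60 minutes, then stimulated 18 hours at 37 degrees C with anti-CD3/anti-CD4 beads plus anti-CD28.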
# PI5P4K alpha inh: blocks human PI5P4K alpha kinase activity. P48426. PI5P4Kalpha enzyme, ADP-Glo luminescence, 60 min; stronger effect = lower value. max response, %. 1.2% of 330,000 active; active = max response of -50% or lower; inconclusive = between -30% and -50%; inactive = -30% or higher; also: value at the top dose of about 77 µM; % is scaled to controls: 0 for no effect and ±100 for the full control effect
#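 Enzyme plus substrate dispensed, test compounds pinned in, then ATP (5 microM final) added. After 60 min at RT, ADP-Glo reagent 1 for 45 min and reagent 2 for 30 min preceded luminescence imaging.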
# EPAC1 ag: activates human EPAC1 exchange factor. 0.073% of 360,000 active. O95398. EPAC1 agonist qHTS, biochemical assay; response scale: 100% = response to 6.5 mM cAMP. Potency, µM (series often up to 154 µM), for the others: top-dose activation, hits mostly activators. AID 720707; also: potency is read from the fitted curve at half-maximal effect; nearly all actives have a fitted effect of over 60% in size
# Target sequence (O95398 whole entry, looked up): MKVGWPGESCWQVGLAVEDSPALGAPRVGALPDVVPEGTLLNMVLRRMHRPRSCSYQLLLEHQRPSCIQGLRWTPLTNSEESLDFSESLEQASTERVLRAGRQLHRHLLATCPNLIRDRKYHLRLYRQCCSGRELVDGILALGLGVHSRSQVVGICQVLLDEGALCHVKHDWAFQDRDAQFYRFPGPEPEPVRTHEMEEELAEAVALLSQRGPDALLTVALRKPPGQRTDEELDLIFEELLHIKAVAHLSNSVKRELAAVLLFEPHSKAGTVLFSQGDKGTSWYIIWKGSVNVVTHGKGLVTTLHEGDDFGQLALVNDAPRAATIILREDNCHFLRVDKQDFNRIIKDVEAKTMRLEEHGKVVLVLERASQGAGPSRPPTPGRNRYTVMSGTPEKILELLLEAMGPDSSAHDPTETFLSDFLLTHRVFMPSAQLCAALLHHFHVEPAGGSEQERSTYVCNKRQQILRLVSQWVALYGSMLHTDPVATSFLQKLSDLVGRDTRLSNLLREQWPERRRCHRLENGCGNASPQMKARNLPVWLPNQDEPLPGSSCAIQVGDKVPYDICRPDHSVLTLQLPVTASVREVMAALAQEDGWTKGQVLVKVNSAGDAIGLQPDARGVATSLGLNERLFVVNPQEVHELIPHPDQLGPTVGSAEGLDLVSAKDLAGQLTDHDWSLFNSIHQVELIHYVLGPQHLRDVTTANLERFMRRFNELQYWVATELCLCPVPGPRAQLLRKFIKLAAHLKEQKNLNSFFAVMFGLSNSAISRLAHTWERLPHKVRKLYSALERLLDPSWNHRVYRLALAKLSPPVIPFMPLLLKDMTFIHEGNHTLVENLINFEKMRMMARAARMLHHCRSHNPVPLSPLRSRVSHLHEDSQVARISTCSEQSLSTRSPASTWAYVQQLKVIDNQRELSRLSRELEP
#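 Multi-concentration qHTS readout: loss of Rap1B-bound BODIPY-GDP fluorescence driven by 100 nM EPAC1 with excess GDP (50 uM), monitored kinetically at room temperature; agonist response expressed relative to 6.5 mM cAMP.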
# CCT chaperon mod: cytosolic chaperonin activity modulation; AID 651819; 0.3% of 360,000 active; purified chaperonin ATPase assay, HTRF ADP detection, 30 min; activity change, % (concentration not given with the values), hits read low; in the data active = activity change below about -30%; also: % is scaled to controls: 0 for no effect and ±100 for the full control effect
#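 First, chaperonin was dispensed at 40 nM or 20 nM final depending on batch activity. Next, compounds were pinned at 76 uM and ATP added at 10 uM. After 30 min at 37 °C, ADP detection reagents ran 30 min at ambient temperature.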
# EPAC2 ag: EPAC2 (human) agonism | Q8WZA2 | EPAC2 activation, biochemical qHTS; response scale: 100% = 6.5 mM cAMP response | Potency, µM (highest dose often 154 µM), for the others: top-dose activation, actives largely listed as activators | 0.079% of 360,000 active | AID 720711; also: potency is read from the fitted curve at half-maximal effect; nearly all actives have a fitted effect of over 50% in size
#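 In this primary screen, activation is scored as increased exchange of BODIPY-GDP from Rap1B by 100 nM EPAC2, with 50 uM GDP as competitor. Signal is normalized to the 6.5 mM cAMP agonist control.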
# EPAC1 antagonist: EPAC1 (human) antagonism; EPAC1 GEF assay, Rap1b-BODIPY-GDP exchange fluorescence; 0.14% of 360,000 active; AID 720709; O95398; Potency, µM (top dose mostly 115 µM), without a hit: at the top dose activity change, negative = inhibition, most hits filed as inhibitors;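 also: potency is read from the fitted curve at half-maximal effect; plate controls were vehicle for no effect and positive control for full effect; nearly all actives have a fitted effect of over 50% in size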
# PLK1 PBD inh: blocks phosphopeptide binding to human PLK1 polo-box domain; P53350; Plk1 PBD binding of FITC phosphopeptide, fluorescence polarization; Potency, µM, for the others: max response, negative = inhibition, usual class: inhibitors; 2.8% of 360,000 active; also: potency is read from the fitted curve at half-maximal effect; series mostly up to about 57 µM; % is scaled to controls: 0 for no effect and ±100 for the full control effect; nearly all actives have a fitted effect of over 65% in size
# WRN inhibitor: inhibitors of human WRN helicase. Q14191. WRN helicase unwinding, fluorescent forked duplex, kinetic. Potency, µM (top dose mostly 114 µM), inactives show at the highest dose activity change, negative = inhibition, actives largely listed as inhibitors. 0.46% of 360,000 active. AID 651768; also: potency is read from the fitted curve at half-maximal effect; % is scaled to controls: 0 for no effect and ±100 for the full control effect; nearly all actives have a fitted effect of over 55% in size
#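 WRN at 20 nM final preincubated with compound 15 min at room temperature; reaction started with 100 nM fluorophore/quencher forked duplex oligonucleotide and 2 mM ATP final. Unwinding followed kinetically by red fluorescence (ex 525, em 598 nm).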
# * marks the source's active call; other numbers are inactive results; ? = inconclusive; / = no result given; [ ] = dose if it differs, or a comment. Unless noted, calls follow the shape of the dose curve; as a rule, active = well fitted curve in the direction sought with a large enough effect; inconclusive = small, poorly fitted or top-dose-only effect, or another doubt; inactive = no such curve, though single readings can be large; an effect the other way counts as inactive or inconclusive.
1	C=CCN(C(=O)CCc1ccccc1OC)c1nc(-c2ccc(S(C)(=O)=O)cc2)cs1
2	O=C(Nc1ccc(N2CCCCC2)cc1)c1ccc([N+](=O)[O-])o1
3	CCc1nn2c(=O)c(S(=O)(=O)Nc3cccc(F)c3)c(C)nc2s1
4	Cc1ccc(S(=O)(=O)C(C#N)c2nc3ccccc3nc2N2CCN(C)CC2)cc1C (centres undefined)
5	C[N+](C)(C)CCN1C(=O)CSC1=O
6	COc1ccc(CC(=O)NNC(=O)c2cc(Cl)ccc2OC)cc1
7	Cc1ccc(C)c(-n2c(SCC(=O)NCC3CCCO3)nnc2-c2ccoc2C)c1 (centres undefined)
8	C=CCN1C(C(=O)c2ccccc2)=C(OC(=O)COc2ccccc2)c2ccccc2S1(=O)=O
entry no.	1	2	3	4	5	6	7	8
IL2 activator	-3.1	-4.4	0.0	1.4	-1.7	-2.7	2.4	-0.4
PI5P4K alpha inh	-4	?	-2	2	?	6	5	-1
EPAC1 ag	6%	-1%	-1%	-9%	6%	-5%	-5%	4%
CCT chaperon mod	-2.9	1.0	-1.5	1.6	-1.9	1.3	-0.2	-2.4
EPAC2 ag	17%	-1%	8%	-3%	-4%	4%	2%	-4%
EPAC1 antagonist	-15%	-18%	2%	-14%	?	-25%	-2%	1%
PLK1 PBD inh	-17%	-21%	-6%	-5%	0%	-3%	-16%	?
WRN inhibitor	4%	-7%[11.6 µM]	-14%	-27%	-3%	-13%	-3%	-13%

# Just EPAC1 antagonist, PI5P4K alpha inh and WRN inhibitor, for some of the entries so far:
entry	molecule	EPAC1 antagonist	PI5P4K alpha inh	WRN inhibitor
6	COc1ccc(CC(=O)NNC(=O)c2cc(Cl)ccc2OC)cc1	-25%	6	-13%
7	Cc1ccc(C)c(-n2c(SCC(=O)NCC3CCCO3)nnc2-c2ccoc2C)c1 (centres undefined)	-2%	5	-3%
8	C=CCN1C(C(=O)c2ccccc2)=C(OC(=O)COc2ccccc2)c2ccccc2S1(=O)=O	1%	-1	-13%

# Next results
9	O=C(NCCc1ccncc1)Nc1cccc(Cl)c1
10	Cc1ccc(N2C(=O)CC(Nc3cccc4ccccc34)C2=O)cc1 (centres undefined)
11	Cc1cccc(NC(=O)Nc2cnccn2)c1
12	CCc1c(C(=O)Nc2cc(C)cc(C)c2)[nH]c(C)c1C(C)=O
13	COc1ccc2nc(N3C(=O)CC(C(C)c4ccccc4)C3=O)sc2c1 (centres undefined)
14	O=C(Nc1ccc2c(c1)C(=O)N(c1ccccc1)C2=O)C1CCCO1 (centres undefined)
15	CN(C)c1cc(-c2cccc(C(F)(F)F)c2)oc(=O)c1Cl
16	COc1ccc(-c2nnc(SCC(=O)N3CCCC3)o2)c(OC)c1
entry no.	9	10	11	12	13	14	15	16
IL2 activator	-2.9	-0.7	1.1	-2.8	-2.2	-1.1	-3.7	-2.3
PI5P4K alpha inh	0	-5	-3	2	3	/	-3	7
EPAC1 ag	-1%	2%	3%	2%	0%	2%	4%	8%
CCT chaperon mod	-0.4	-0.3	-2.3	-4.4	1.3	0.9	-8.8	-0.7
EPAC2 ag	3%	9%	15%	5%	2%	-3%	11%	7%
EPAC1 antagonist	-4%	7%	-5%	2%	-21%	8%	-2%	-3%
PLK1 PBD inh	2%	-8%	-5%	-1%	7%	-6%	-15%	-5%
WRN inhibitor	2%	-1%	3%	-4%	-28%	11%	?	-6%

17	CCOC(=O)[C@]12CCC=C1N(Cc1ccc3c(c1)OCO3)C(=O)[C@H](CC(=O)NCc1cccc(C(F)(F)F)c1)C2
18	COc1ccccc1NS(=O)(=O)c1cccc(C(=O)NNC(=O)c2ccc(Cl)nc2)c1
19	COc1cccc(CNS(=O)(=O)c2ccc3c(c2)CC(C)N3C(=O)C2CCC2)c1 (centres undefined)
20	CSCc1c(C(=O)OCC(=O)NC2CCCCC2)oc2ccccc12
21	CC(=O)c1c(C)nn(C(=O)N2CCOCC2)c1C
22	Cc1ccc(C(=O)Oc2ccccc2N2C(=O)C3C4CCC(C4)C3C2=O)cc1 (centres undefined)
23	NC(=O)C(F)(F)C12OC3C4C5CC(C6C5C3C61)C42 (centres undefined)
24	Cc1ccc(NC(=O)c2ncn(CCCN3CCN(c4ccccn4)CC3)n2)cc1C
entry no.	17	18	19	20	21	22	23	24
IL2 activator	-0.8	-0.4	-3.7	-0.7	1.1	-6.0	1.5	0.2
PI5P4K alpha inh	5	-1	-5	1	5	6	/	11
EPAC1 ag	-20%	-9%	4%	-1%	-5%	0%	3%	-8%
CCT chaperon mod	-1.2	-1.7	-2.7	-2.6	-5.2	-2.1	-6.1	1.7
EPAC2 ag	3%	0%	1%	1%	7%	11%	8%	-7%
EPAC1 antagonist	-2%	?	?	-16%	6%	-11%	5%	11%
PLK1 PBD inh	-2%	3%	-3%	-1%	-6%	8%	-18%	4%
WRN inhibitor	-7%	-5%	-1%	-7%	1%	-9%	-4%	-14%

25	COc1cccc(NC(=O)c2nn(-c3ccc(OC)cc3OC)c(=O)c3ccccc23)c1
26	CCOC(=O)COc1cnc2ccccc2n1
27	CC(=O)c1cc(O)c2ccccc2c1O
28	COc1ccccc1OCCOc1ccc(C(=O)c2ccccc2)cc1
29	N#Cc1c(SCC(=O)O)nc(N2CCCCC2)c2c1CCCC2
30	O=C(NCc1ccccc1Cl)C1CCCN1C(=O)NC1CCCCC1 (centres undefined)
31	CC(C)(Oc1ccc(Br)cc1)C(=O)N1CCc2ccccc21
32	CC(=O)NC(=C(Cl)Cl)S(=O)(=O)c1ccccc1
entry no.	25	26	27	28	29	30	31	32
IL2 activator	1.7	-3.0	0.1	3.0	-2.8	-0.2	-2.0	-3.3
PI5P4K alpha inh	0	-2	?	24	-10	2	/	2
EPAC1 ag	4%	8%	-3%	-10%	1%	-1%	16%	3%
CCT chaperon mod	-2.7	3.1	0.1	-2.5	0.9	1.1	-1.9	-1.2
EPAC2 ag	-2%	8%	4%	-4%	-1%	2%	4%	0%
EPAC1 antagonist	-27%	1%	-24%	-14%	-13%	-7%	-1%	-20%
PLK1 PBD inh	23%	-7%	5.3µM*	6%	-21%	6%	-5%	-10%
WRN inhibitor	2%	-17%[57.1 µM]	-12%[11.6 µM]	-9%	-6%[57.1 µM]	8%	-10%	13%

33	CC(C(=O)Nc1ccc2c(c1)OCO2)N1CCC(N2CCCCC2)CC1 (centres undefined)
34	CC(C)CCNS(=O)(=O)c1ccc(-c2ccc(S(=O)(=O)NCCC(C)C)cc2)cc1
35	CCOC(=O)C1CCCN(C(=O)c2cn(C)c3ccc(S(=O)(=O)N(C)C)cc3c2=O)C1 (centres undefined)
36	CCOC(=O)c1c(-c2ccc(OC)cc2)csc1NC(=O)COc1ccc2c(C)cc(=O)oc2c1
37	COCCCN(CC(=O)O)S(=O)(=O)c1ccccc1
38	O=C(c1ccc(Cl)c(S(=O)(=O)N2CCCCCC2)c1)N1CCN(CCO)CC1
39	CCn1nnnc1SCC(=O)NCc1ccc2c(c1)OCO2
40	COc1cc(-c2[nH]ncc2CN2CCN(Cc3cccs3)CC2)cc(OC)c1OC
entry no.	33	34	35	36	37	38	39	40
IL2 activator	0.9	-0.1	-3.8	-0.2	1.3	1.7	0.6	1.0
PI5P4K alpha inh	-11	/	-3	-7	3	1	8	-4
EPAC1 ag	-16%	-8%	10%	-2%	1%	2%	2%	-7%
CCT chaperon mod	-2.3	2.9	0.3	-0.8	-0.3	1.7	-7.1	-0.5
EPAC2 ag	0%	-7%	13%	-4%	7%	5%	10%	0%
EPAC1 antagonist	5%	2%	-8%	2%	12%	2%	4%	0%
PLK1 PBD inh	-1%	0%	-6%	1%	-7%	-1%	-9%	-2%
WRN inhibitor	11%	-10%	-19%	9%	2%	5%	-4%	5%

# The closing four compounds of the part before lead into the next.
37	COCCCN(CC(=O)O)S(=O)(=O)c1ccccc1
38	O=C(c1ccc(Cl)c(S(=O)(=O)N2CCCCCC2)c1)N1CCN(CCO)CC1
39	CCn1nnnc1SCC(=O)NCc1ccc2c(c1)OCO2
40	COc1cc(-c2[nH]ncc2CN2CCN(Cc3cccs3)CC2)cc(OC)c1OC
41	COc1cc(N/C(N)=N/c2nc(C)cc(C)n2)cc(OC)c1
42	Cc1ccc2nc(NCCC(=O)O)nc(-c3ccccc3)c2c1
43	Cc1cc2cc(C(c3nnnn3C(C)(C)C)N(Cc3ccco3)CC3CCCO3)c(=O)[nH]c2cc1C (centres undefined)
44	COc1ccc(N/C=C2/CCCCC2=O)cc1
45	COc1ccc(OC)c(NC(=O)NNS(=O)(=O)c2ccc(C)cc2C)c1
46	Cc1nn(CC(=O)NCc2cccc(F)c2)c(=O)c2cccn12
47	CCn1nc(C)c(NC(=O)c2cc(Br)ccc2Cl)c1C
48	CCOc1ccc(NC(=S)N(CCc2c(C)[nH]c3ccccc23)Cc2ccco2)cc1
49	c1ccc2c(Nc3ccc4c(c3)OCCO4)c3c(nc2c1)CCCC3
50	O=c1[nH]c(Cc2ccccn2)nc2scc(-c3ccccc3Cl)c12
entry no.	37	38	39	40	41	42	43	44	45	46	47	48	49	50
IL2 activator	1.3	1.7	0.6	1.0	-4.5	-2.4	0.2	-0.3	-4.5	-0.8	-0.3	-4.9	-5.3	2.6
PI5P4K alpha inh	3	1	8	-4	-3	-1	0	2	-5	-2	/	4	-3	-18
EPAC1 ag	1%	2%	2%	-7%	-10%	-11%	9%	0%	-8%	4%	-1%	-17%	-7%	-5%
CCT chaperon mod	-0.3	1.7	-7.1	-0.5	0.4	-0.8	-2.6	1.1	-3.8	-0.8	-0.1	-4.2	2.1	1.6
EPAC2 ag	7%	5%	10%	0%	8%	-2%	4%	4%	-4%	16%	-8%	12%	-8%	6%
EPAC1 antagonist	12%	2%	4%	0%	-13%	6%	-3%	0%	-11%	-19%	3%	1%	-1%	4%
PLK1 PBD inh	-7%	-1%	-9%	-2%	5%	-5%	-8%	-5%	-3%	-2%	-1%	-1%	-1%	-6%
WRN inhibitor	2%	5%	-4%	5%	39%[activator]	-3%	-7%	-8%	-29%	-4%[11.6 µM]	1%	-7%	-3%	2%

# An excerpt; rates above refer to the full screens.
